# M4 ag: agonists of human muscarinic M4 receptor (CHRM4); activation, % at 3 µM; hit rate 0.14% among 360,000; CHO-K1 hM4/Gqi5, Fluo-8 calcium fluorescence; vehicle 0%, full acetylcholine response 100%; P08173;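 active = activation above the run mean over all test wells plus 3 SD, cut at about 32% in these data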;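 note: peak over basal fluorescence ratio per well then scaled between controls; 0% = DMSO wells and 100% = acetylcholine at EC100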
# Target sequence (P08173 whole entry, looked up): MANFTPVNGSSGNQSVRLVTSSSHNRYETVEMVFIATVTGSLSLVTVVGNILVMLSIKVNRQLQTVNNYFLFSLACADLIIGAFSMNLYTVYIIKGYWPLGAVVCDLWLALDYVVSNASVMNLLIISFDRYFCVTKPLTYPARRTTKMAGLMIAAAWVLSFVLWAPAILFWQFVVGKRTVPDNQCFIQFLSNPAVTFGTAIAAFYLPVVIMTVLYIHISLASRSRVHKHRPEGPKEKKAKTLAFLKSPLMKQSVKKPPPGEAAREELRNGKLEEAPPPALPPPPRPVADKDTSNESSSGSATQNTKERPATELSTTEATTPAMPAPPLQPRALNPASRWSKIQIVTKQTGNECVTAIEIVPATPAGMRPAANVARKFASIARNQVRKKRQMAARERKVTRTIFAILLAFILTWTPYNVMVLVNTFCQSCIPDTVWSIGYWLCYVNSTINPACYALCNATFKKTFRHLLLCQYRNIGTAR
# M5 ag: agonists of human muscarinic M5 receptor (CHRM5); CHO-K1 hM5 cells, Fluo-8 calcium fluorescence; 0% DMSO wells, 100% maximal acetylcholine response; activation, % at 3 µM; hit rate 0.19% among 360,000; AID 624037;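 active = activation above the run's mean over test compounds plus 3 SD, cut at about 23% in these data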;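 note: signal is peak over basal fluorescence ratio across the kinetic read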
# Target sequence (P08912 whole entry, looked up): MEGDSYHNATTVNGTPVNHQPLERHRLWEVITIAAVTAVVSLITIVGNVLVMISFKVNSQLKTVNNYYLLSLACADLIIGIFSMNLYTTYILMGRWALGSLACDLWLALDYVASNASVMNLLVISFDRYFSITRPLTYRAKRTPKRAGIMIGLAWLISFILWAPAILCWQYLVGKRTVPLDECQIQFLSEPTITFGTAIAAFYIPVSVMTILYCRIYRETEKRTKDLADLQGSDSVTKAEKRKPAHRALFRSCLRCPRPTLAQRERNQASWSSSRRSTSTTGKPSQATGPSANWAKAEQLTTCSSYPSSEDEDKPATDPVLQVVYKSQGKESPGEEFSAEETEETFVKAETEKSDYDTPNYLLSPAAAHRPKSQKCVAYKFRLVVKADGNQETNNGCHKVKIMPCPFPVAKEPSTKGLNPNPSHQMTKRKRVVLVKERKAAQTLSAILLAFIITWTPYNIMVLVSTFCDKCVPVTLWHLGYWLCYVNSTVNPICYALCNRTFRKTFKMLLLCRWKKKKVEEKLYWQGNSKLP
# CRFBP-R2 agonist: agonists of human CRF-binding protein/CRF-R2 receptor complex. HEK293 CRF-R2/CRF-BP, calcium dye fluorescence (FLIPR); percent of saturating CRF peptide response. activation, % at 13.2 µM. hit rate 0.46% among 350,000. AID 588473;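 active = activation of at least 50%, plus an integration ratio under a set limit after plate pattern correction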;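 note: plate controls were neutral control wells without compound for no effect and CRF at EC100 for full effect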
# CRFR2-BP antag: CRF-BP/CRF-R2 complex antagonism; HEK293 CRF-R2/CRF-BP, CRF-induced calcium fluorescence; inhibition, % at 11.8 µM; hit rate 0.59% among 350,000;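 active = inhibition of the ligand-induced calcium signal above about 50% at the single tested concentration, limit read from the data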
# IDE inh: inhibits human insulin-degrading enzyme in HEK cells. AID 434962. hit rate 0.41% among 320,000. inhibition, % at 5.59 µM. P14735. FAbetaB cleavage, fluorescence polarization;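 active = percent inhibition above the average of all tested compounds plus 3 SD, set per screening campaign, cut at about 16% in these data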;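 note: IDE supplied by intact live HEK cells; FP after avidin binding of uncleaved biotin substrate so inhibition keeps polarization high; 0% = DMSO wells and 100% = 60 µM reference IDE inhibitor Ii1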
# M5 antag: blocks acetylcholine activation of human M5 receptor; P08912; CHO-hM5 cells, Fluo-8 calcium fluorescence, ACh EC80; inhibition, % at 3 µM; hit rate 0.59% among 360,000; AID 624040;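 active = inhibition above a per-plate cutoff, the mean of that plate's test compounds plus 3 SD, cut at about 27% in these data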;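 note: 0% = acetylcholine EC80 with DMSO and 100% = DMSO without agonist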
# M4 antag: blocks acetylcholine activation of human M4 receptor. CHO-hM4 cells, ACh EC80, Fluo-8 calcium fluorescence. inhibition, % at 3 µM. hit rate 0.73% among 360,000;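 active = inhibition above its plate's cutoff, the mean inhibition of sample wells plus 3 SD, cut at about 27% in these data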;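 note: 0% = acetylcholine EC80 with DMSO and 100% = DMSO without agonist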
# M4 PAM: potentiates acetylcholine response at human M4 receptor | P08173 | activation, % at 3 µM | CHO-K1 hM4/Gqi5, Fluo-8 calcium fluorescence, ACh EC20; 0% = ACh EC20, 100% = maximal ACh | AID 624126 | hit rate 0.4% among 360,000;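 active = activation above its plate's cutoff, the mean activation of sample wells plus 3 SD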; note: some results filed as inactive read as strong as hits
# M5 PAM: positive allosteric modulators of human muscarinic M5 receptor. AID 624038. activation, % at 3 µM. P08912. hit rate 0.3% among 360,000. CHO-K1 hM5, Fluo-8 calcium, ACh EC20 PAM; 0% = ACh EC20, 100% = ACh EC100;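 active = activation above the run cutoff, the mean activation of all test compounds plus 3 SD, cut at about 18% in these data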
#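 system = human M5 receptor in CHO-K1 cells | compound = one concentration, 3 µM final (nominal) | schedule = Post-acetylcholine fluorescence recording 140 s | signal = Fluo-8 calcium dye fluorescence, kinetic read | benchmarks = low control EC20 acetylcholine (0%), high control EC100 acetylcholine (100%) | repeats = singlicate, one well per test compound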
# Active calls of the source: *; · = no result given.
SMILES,M4 ag,M5 ag,CRFBP-R2 agonist,CRFR2-BP antag,IDE inh,M5 antag,M4 antag,M4 PAM,M5 PAM
Cc1nonc1C(=O)N/N=C/c1cc2c(cc1Br)OCO2,2.3,2.4,0.2,14.0,0.5,3.8,0.0,14.3,0.7
NC(=O)c1ncn([C@@H]2O[C@H](CO)[C@@H](O)[C@H]2O)n1,-0.1,-0.1,0.5,-5.5,2.5,0.6,9.1,-9.4,-1.1
OC/C(Br)=C(\Br)CO,1.5,0.5,-1.6,21.8,1.2,-3.7,-11.5,16.3,1.4
O=c1oc2ccccc2c2c1ncn2-c1ccccc1,-0.6,-2.1,-1.2,-1.8,0.4,-0.8,7.4,0.1,-4.2
COc1ccc(NC(=O)c2cc(S(=O)(=O)N3CCOCC3)ccc2N2CCOCC2)cc1,1.1,-1.3,1.3,-26.4,-2.9,14.4,5.2,-4.1,-6.5
CC(Sc1nnc(Nc2ccccc2)s1)C(=O)NC1CCCc2ccccc21 (stereo not given),2.0,-1.8,-1.2,-0.9,0.5,0.8,3.2,-2.6,-9.6
C=CCC[C@H](Cc1ccc(F)cc1)C(=O)OC[C@@H](C)NC(=O)[C@@H](CC=C)CC(=O)N[C@H](CO)Cc1ccccc1,9.3,-2.8,-2.6,15.8,1.6,6.0,-7.2,2.6,-14.4
Cc1ccc(CSCC(=O)NCc2ccc(F)cc2)cc1,-0.2,-4.2,-1.1,1.1,-4.0,10.6,9.8,3.9,1.0
NCCNC(=O)Cc1cccc(NC(=O)Cc2ccc(Nc3ncnc4c3ncn4[C@@H]3O[C@H](CO)[C@@H](O)[C@H]3O)cc2)c1,0.6,0.6,-1.3,13.4,-0.5,-10.1,-9.5,0.2,-2.7
COc1ccc(C(=O)Nc2ccccc2C(=O)O)cc1Cl,-1.4,-0.6,-1.8,4.9,11.5,-7.2,-2.7,0.2,4.6
NC(=O)c1ccsc1NC(=O)COC(=O)/C=C/c1ccccc1,26.8,6.8,1.2,-2.4,-1.5,23.2,21.6,-15.8,-30.4
CC(C)C[C@@H](CN)NC(=O)c1nc[nH]c1C(=O)N[C@@H](Cc1ccccc1)C(=O)CNC[C@H](C)NC(=O)c1nc[nH]c1C(=O)N[C@@H](C)C(=O)O,-0.2,0.9,-0.7,21.1,·,5.3,-1.2,0.0,-1.9
CC(=O)Nc1ccc(NC(=O)CCCCCn2nnc3ccccc3c2=O)cc1,0.8,-3.4,1.4,-13.9,·,5.5,-5.7,2.8,-1.7
Cc1ccc(S(=O)(=O)N2CCN(C(=O)c3cc(=O)c4ccccc4o3)CC2)cc1,4.2,-9.5,-0.7,10.6,1.4,7.3,3.0,-8.7,1.1
COc1ccc(-n2c(SCC3CNC(=O)O3)nnc2-c2ccc(Cl)cc2)cc1 (stereo not given),0.3,0.5,-1.6,6.1,0.8,-2.1,-2.5,-0.1,-1.4
CN1CCN(C(c2ccc(F)cc2)c2ccc3cccnc3c2O)CC1 (stereo not given),0.1,-1.3,-0.5,9.8,·,10.8,9.9,-1.8,-3.6
COc1ccc(N2CCN(CC(O)COc3ccc(C)c(C)c3)CC2)cc1 (stereo not given),4.4,-3.1,2.2,-6.9,0.8,3.9,-5.0,10.9,4.4
CC1=C(C(=O)OCCc2ccccc2)C(c2ccsc2)NC(=O)N1C (stereo not given),4.9,-1.0,-0.5,-1.6,0.5,9.0,1.9,-9.8,-8.6
CSc1nc2ccccc2n1Cc1cccc(F)c1,1.0,-3.1,1.0,-7.8,-2.0,6.2,-8.6,-11.1,2.9
COc1ccc(NC(=O)COC(=O)c2ccc(C)c(S(=O)(=O)N3CCCCC3)c2)cc1,4.3,-2.7,2.1,5.7,-2.0,8.8,9.8,-6.5,-7.6

# Reprinted from the part before: 3 compounds, then new ones.
SMILES,M4 ag,M5 ag,CRFBP-R2 agonist,CRFR2-BP antag,IDE inh,M5 antag,M4 antag,M4 PAM,M5 PAM
CC1=C(C(=O)OCCc2ccccc2)C(c2ccsc2)NC(=O)N1C (stereo not given),4.9,-1.0,-0.5,-1.6,0.5,9.0,1.9,-9.8,-8.6
CSc1nc2ccccc2n1Cc1cccc(F)c1,1.0,-3.1,1.0,-7.8,-2.0,6.2,-8.6,-11.1,2.9
COc1ccc(NC(=O)COC(=O)c2ccc(C)c(S(=O)(=O)N3CCCCC3)c2)cc1,4.3,-2.7,2.1,5.7,-2.0,8.8,9.8,-6.5,-7.6
CCCn1cc(NC(=O)C2CC(c3cccc(Br)c3)=NO2)cn1 (stereo not given),2.8,5.2,-1.4,7.3,1.7,-1.1,-5.8,-6.1,-10.2
COCc1nnc(NC(=O)CS(=O)(=O)Cc2ccccc2)s1,-1.1,-0.7,-1.9,-1.7,2.4,5.0,9.5,-6.9,1.5
COc1ccccc1N(CC(=O)Nc1cc(S(=O)(=O)N(C)C)ccc1C)S(=O)(=O)c1cccs1,7.8,-5.5,-0.5,4.3,-5.0,11.7,2.9,-7.1,-8.3
O=C(NCCCN1CCOCC1)c1ccc(CS(=O)(=O)Cc2ccc(Cl)cc2)o1,-0.4,-0.9,0.3,1.1,-13.0,4.7,-5.8,-2.4,-4.4
CC(C)[C@H](NC(=O)N1CC(=O)Nc2ccccc21)C(=O)N[C@@H](C(=O)O)c1ccccc1,1.0,-2.6,-0.4,2.4,4.3,5.8,4.0,4.2,0.2
CCOc1ccc(N(CC(=O)Nc2ccc(OC)cc2)S(=O)(=O)c2c(C)noc2C)cc1,0.7,1.8,1.6,-3.9,2.3,-1.8,4.5,2.1,3.5
COC(CNC(=O)c1ccc2c(c1)nc(C)n2-c1ccc(F)c(F)c1)OC,0.2,2.4,-0.3,6.7,1.4,3.4,-7.7,3.0,0.1
Cc1cccc(N2CCN(S(=O)(=O)c3ccc4c(c3)CC(=O)N4C)CC2)c1C,7.1,-0.4,0.3,1.4,-5.4,18.1,0.8,-5.0,-8.6
COc1nc(Nc2nc3ccccc3c(=O)[nH]2)nc2ccc(C)cc12,0.7,2.9,1.4,-0.3,2.6,1.0,0.8,1.3,8.8
CC(C)c1ccc(NC(=O)Nc2nc(C(N)C3CCCCC3)cs2)cc1 (stereo not given),14.8,0.4,·,·,·,6.8,5.2,0.9,-3.8
CNC(=O)c1c(O)c2cccc3c2n(c1=O)CC3,0.2,-3.2,0.6,-37.5,1.4,-1.3,3.0,18.7,3.9
O=C(NC(=S)NCc1nc2ccccc2[nH]1)c1ccccc1F,1.9,-2.9,-1.7,-12.7,8.8,-2.2,-4.4,-1.1,3.1
O=C(Cc1cccs1)N/N=C/c1ccccc1,1.8,-4.0,0.8,3.6,1.1,3.1,-4.7,6.0,1.2
Cn1nnnc1SC(C(=O)Nc1ccc(F)cc1)c1ccccc1 (stereo not given),1.8,-0.5,-0.7,1.0,-5.6,4.8,-0.9,1.6,-8.3
CC1Cc2ccccc2N1C(=O)CSc1nnnn1-c1ccc2c(c1)OCCO2 (stereo not given),4.8,1.2,-0.5,-7.1,-4.7,-6.7,-3.7,1.9,4.2
O=C(CN(CC1CCCO1)C(=O)CNS(=O)(=O)c1ccccc1)NCc1ccc(F)cc1 (stereo not given),1.4,0.3,-0.2,11.9,3.6,-5.5,-8.0,2.5,6.9
COc1cc(OC)cc(C(=O)NCCCCCCNC(=O)c2cc(OC)cc(OC)c2)c1,3.2,1.6,7.0,20.7,3.9,-5.7,-7.2,0.4,-0.3
O=C(COc1ccc(S(=O)(=O)Nc2ccccc2)cc1)NCc1cccnc1,2.1,-3.6,0.9,-11.4,0.5,9.1,-3.1,8.1,-3.7
C=C(C)COc1ccc(-c2nc(N)nc(C)c2-c2ccc(OC)cc2)c(O)c1,6.5,-1.6,8.8,-0.1,0.3,15.7,-0.9,-9.3,-13.2
CC1CCN(S(=O)(=O)c2cccc(C(=O)N(C)C3(C)CCS(=O)(=O)C3)c2)CC1 (stereo not given),0.5,-1.8,0.5,-8.9,3.4,3.9,7.0,-5.8,-0.4
Cc1cc(NC(=O)CSc2cn(CC(=O)N(C(C)C)C(C)C)c3ccccc23)no1,-1.3,-4.0,-2.2,20.2,0.3,2.7,9.2,-2.7,-0.1
O=C(CSCc1ccc(Br)cc1)NC1CC1,0.0,-0.2,0.5,17.3,0.0,8.1,3.1,-3.1,1.6
O=C(NCc1cccs1)C1Cc2c(-c3ccc(Cl)cc3)ccnc2O1 (stereo not given),4.1,-0.2,·,·,·,-3.3,-14.1,1.6,2.4
CCNC(=O)C1(C)CCN(C(=O)c2ccc(C#N)cc2)C1 (stereo not given),0.3,-0.1,·,·,·,-6.0,-4.3,-2.9,2.0
C=CCN1C(c2ccc(Br)cc2)=CS/C1=C(\C#N)c1nnc(N2CCOCC2)n1-c1ccccc1,11.4,-0.4,-2.0,13.6,·,3.8,-25.4,-5.2,-6.8
CCc1ccc(C(C)NC(=O)c2ccncc2)cc1 (stereo not given),2.2,1.6,0.9,5.7,-0.3,-0.6,-2.9,-3.6,7.6
Cc1nnc(NC(=O)c2cccc(S(=O)(=O)N(C)c3cccc(Cl)c3)c2)s1,1.7,5.6,-0.1,-8.5,-6.6,0.5,-7.3,5.8,2.3
COC(=O)c1cn(NC(=O)COc2ccc(Cl)cc2)c(=O)c2ccccc12,3.2,0.6,-5.4,8.4,-1.4,-0.1,-2.4,11.5,8.9
CCc1ccc(OCC(=O)NNC(=O)CSc2nnc(-c3ccc(C)cc3)n2C)cc1,-0.6,-5.2,-3.2,16.5,2.0,0.9,-9.1,4.9,1.3
COc1ccc(/C=N/n2cnnc2)cc1COc1ccccn1,0.5,-2.7,0.5,-15.9,2.4,5.3,-2.4,7.1,-3.8
CC(C)c1ccc(/C=C/C(=O)N2CCCCCC2)cc1,0.7,-3.8,-1.2,20.1,-0.1,3.7,-2.0,11.2,-4.6
CCOC(=O)c1c(C)n(C)c2ccc(OCC(O)CN(CC)CC)cc12 (stereo not given),-1.2,-1.1,-2.2,11.2,-2.1,6.9,-1.6,1.2,-2.4
CCN(C(=S)Nc1cc(S(=O)(=O)N2CCOCC2)ccc1Cl)c1cccc2ccccc12,2.7,-3.6,-0.5,-1.5,-8.2,2.3,-0.5,-3.7,-0.5
O=C(Nc1ccccc1Cl)c1ccccc1Cc1ccccc1,-2.8,-6.8,1.1,18.6,5.9,-3.9,-20.6,25.1,7.7
COc1cc2c(cc1NC(=S)NC(=O)/C=C/c1ccco1)oc1ccccc12,1.0,-1.9,5.2,-17.9,0.7,-3.3,-12.2,-1.6,-0.2
CCOc1ccc(/C=N/NC(=O)COc2ccccc2-c2ccccc2)cc1,-0.3,-7.1,-0.8,-28.8,3.1,2.2,-4.8,2.8,0.4
Cc1c(Cl)cccc1NC(=O)C1COc2ccccc2O1 (stereo not given),-0.9,-6.8,-1.3,2.6,-3.1,14.8,8.7,-6.5,-0.9
Cc1csc(Sc2nc3c(c(=O)[nH]c(=O)n3C)n2Cc2ccccc2Cl)n1,0.3,-1.6,-0.2,-12.2,7.4,1.3,3.8,6.0,1.9

# Compound activity: PubChem, several laboratories
